Screening data (PubChem BioAssay)
TEAD-YAP inh = TEAD-YAP interaction inhibition; HEK-TIYL cells, TEAD-Gal4/YAP UAS-luciferase luminescence; inhibition, % at 9.12 µM; hit rate 1.4% among 640,000; AID 1259422; in the data active means inhibition above about 32%;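 further: 0% = median of test compound wells and 100% = reference inhibitor wells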
FBW7 act = human FBW7 E3 ligase activation, primary screen. Q969H0. AlphaScreen FBW7–phospho-cyclin E peptide binding, activator screen. normalized activity (activation), % at 26.1 µM. hit rate 0.13% among 650,000. AID 1259310; in the data active means normalized activity above about 1.9%;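 further: purified mutant Fbw7 with reduced substrate affinity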
Target sequence (Q969H0 whole entry, looked up): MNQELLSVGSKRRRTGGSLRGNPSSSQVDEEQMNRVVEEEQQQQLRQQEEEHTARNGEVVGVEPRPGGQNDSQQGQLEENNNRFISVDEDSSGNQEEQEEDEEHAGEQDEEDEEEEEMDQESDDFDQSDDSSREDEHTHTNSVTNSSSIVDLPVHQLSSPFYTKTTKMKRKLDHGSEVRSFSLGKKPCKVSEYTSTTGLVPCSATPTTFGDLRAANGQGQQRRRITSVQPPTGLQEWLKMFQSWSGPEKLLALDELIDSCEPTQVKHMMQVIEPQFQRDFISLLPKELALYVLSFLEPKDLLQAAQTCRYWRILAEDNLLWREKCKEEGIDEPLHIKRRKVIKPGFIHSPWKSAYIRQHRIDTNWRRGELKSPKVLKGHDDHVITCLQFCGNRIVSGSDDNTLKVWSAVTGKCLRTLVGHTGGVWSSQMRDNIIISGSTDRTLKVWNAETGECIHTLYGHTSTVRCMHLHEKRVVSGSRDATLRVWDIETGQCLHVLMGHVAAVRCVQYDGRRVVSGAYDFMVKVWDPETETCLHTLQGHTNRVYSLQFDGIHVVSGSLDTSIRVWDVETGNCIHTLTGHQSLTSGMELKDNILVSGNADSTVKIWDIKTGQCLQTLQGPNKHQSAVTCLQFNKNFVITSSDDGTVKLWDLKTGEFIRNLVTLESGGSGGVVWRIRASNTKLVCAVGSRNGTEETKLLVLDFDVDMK
MITF inh = inhibitors of human MITF | hit rate 0.91% among 650,000 | O75030 | inhibition, % at 2.6 µM | AlphaScreen MITF homodimerization, bead proximity signal; in the data active means inhibition above about 50%;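 further: 0% = vehicle wells with protein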
GPR151 ag = activates the human receptor GPR151; hit rate 1% among 650,000; PathHunter beta-arrestin GPR151 cells, luminescence; Q8TDV0; AID 1508602; activation, % at 11.2 µM; in the data active means activation above about 4.9%;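 further: 0% = median of compound wells and 100% = cells with positive control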
Active calls of the source: *; & = joins results of further samples.

SMILES	TEAD-YAP inh	FBW7 act	MITF inh	GPR151 ag
COc1ccc(CNC(=O)c2cccc3c2C(=O)N(Cc2cccnc2)C3)cc1	-12	-0.1	-2	0.7
CCCCNC(=O)c1cc2c(=O)n(CC)c3ccccc3c2s1	-8	-0.2	-14	0.4
CCOC(=O)c1sc(NC(=O)C(C)Sc2nnc(CNC(=O)c3ccccc3F)n2CCc2ccccc2)c(C(=O)OCC)c1C (stereo not drawn)	5	0.3	-3	-0.7
Cc1sc2ncc(C(=O)NCC(C)(C)C)c(=O)n2c1C	-1	0.0	5	-0.2
CCc1ccc(-n2c(SCC(=O)Nc3cccc(Cl)c3C)nc3[nH]ncc3c2=O)cc1	30	0.0	14	2.3
c1ccc(-c2nc3c(c(N4CCCCC4)n2)CN(Cc2cccnc2)CC3)nc1	4	-0.5	14	1.9
Cc1cc(OCC(=O)Nc2ccc(C(C)C)cc2)n(C)c(=O)c1C#N	23	-0.4	-1	1.3&0.9
COCCCNC(=O)CCN1c2ccccc2Sc2ccccc21	-4	0.3	10	-2.5
CCOC(=O)c1ccc(NC(=O)C2(C#N)CC3c4ccccc4C2c2ccccc23)cc1 (stereo not drawn)	8	0.0	10	0.1
C=CCSc1nnc(C)n2c1cc1sccc12	-12	0.0	0	0.2
N#C/C(=C\c1ccc(-c2ccccc2C#N)o1)C(N)=S	1	0.0	0	6.0*
CC(=O)N1CCSc2cc(S(=O)(=O)NCCc3ccc(Cl)cc3)ccc21	10	-0.1	2	1.4
CC(C)c1ccc(CN2CCN(c3ncccn3)CC2)cc1	-1	-0.2	38	0.1
Cc1ccc(-n2c3c(cc(C(=O)N4CCN(C)CC4)c2=O)C(=O)CC(C)(C)C3)cc1	10	0.1	17	0.5
c1ccc(CN2CCC(Nc3nc(NCc4ccc5c(c4)OCO5)nc4nc[nH]c34)CC2)cc1	5	0.1	14	-1.9
COc1ccc(CCNc2nc(N3CCN(Cc4ccc5c(c4)OCO5)CC3)nc3nc[nH]c23)cc1	6	0.2	17	1.3
CCOC(=O)C1=CN(c2cc(C)cc(C)c2)C=C(C(=O)OCC)C1c1cccc(Cl)c1	10	-0.1	-1	0.1
Cc1cc(N)n(-c2ccccc2C)n1	9	-0.1	6	-1.0
COc1ccc(-c2cc(C(=O)NCCCN(C)C)c3ccccc3n2)c(OC)c1	11	0.2	10	-1.0
O=P(Nc1ccccc1)(c1ccccc1)c1ccccc1	5	-0.1	-11	0.7

A portion from further up, as a working copy:
SMILES	TEAD-YAP inh	FBW7 act	MITF inh	GPR151 ag
CCOC(=O)c1ccc(NC(=O)C2(C#N)CC3c4ccccc4C2c2ccccc23)cc1 (stereo not drawn)	8	0.0	10	0.1
C=CCSc1nnc(C)n2c1cc1sccc12	-12	0.0	0	0.2
N#C/C(=C\c1ccc(-c2ccccc2C#N)o1)C(N)=S	1	0.0	0	6.0*
CC(=O)N1CCSc2cc(S(=O)(=O)NCCc3ccc(Cl)cc3)ccc21	10	-0.1	2	1.4
CC(C)c1ccc(CN2CCN(c3ncccn3)CC2)cc1	-1	-0.2	38	0.1
Cc1ccc(-n2c3c(cc(C(=O)N4CCN(C)CC4)c2=O)C(=O)CC(C)(C)C3)cc1	10	0.1	17	0.5
c1ccc(CN2CCC(Nc3nc(NCc4ccc5c(c4)OCO5)nc4nc[nH]c34)CC2)cc1	5	0.1	14	-1.9
COc1ccc(CCNc2nc(N3CCN(Cc4ccc5c(c4)OCO5)CC3)nc3nc[nH]c23)cc1	6	0.2	17	1.3
CCOC(=O)C1=CN(c2cc(C)cc(C)c2)C=C(C(=O)OCC)C1c1cccc(Cl)c1	10	-0.1	-1	0.1
Cc1cc(N)n(-c2ccccc2C)n1	9	-0.1	6	-1.0
COc1ccc(-c2cc(C(=O)NCCCN(C)C)c3ccccc3n2)c(OC)c1	11	0.2	10	-1.0
O=P(Nc1ccccc1)(c1ccccc1)c1ccccc1	5	-0.1	-11	0.7

(next part)
SMILES	TEAD-YAP inh	FBW7 act	MITF inh	GPR151 ag
CN(C)c1nc(Cl)nc(NNC(=O)c2ccccc2)n1	-6	0.0	-7	1.3
Cc1cncc(NC(=O)c2cc(N3CCOCC3)cc(-n3cc(NC(=O)Nc4ccccc4Cl)cn3)c2)c1	-12	-0.1	4	-1.1
O=C1CCCN1CCn1cnc2c(NCCN3CCOCC3)nc(Nc3ccc(N4CCOCC4)cc3)nc21	7	0.5	6	1.0
O=C(NCc1nc2ccccc2[nH]1)C1CCN(c2ccc(Nc3nccc4ccccc34)nn2)CC1	-15	0.0	28	-0.7
O=C1CCCN1CCCNc1nc(Cl)nc2c1ncn2Cc1ccc(C(F)(F)F)cc1	-6	0.1	-6	-0.9
CC1=C(C(=O)OCc2ccccc2)C(c2ccccc2I)NC(=O)N1 (stereo not drawn)	-1	0.0	5	-1.1
O=C(NO)c1nc[nH]c1C(=O)NO	-1	-0.2	98*	-2.1
Nc1nc(CSc2nnnn2-c2ccccc2)nc(N2CCCc3ccccc32)n1	-14	-0.3	-3	0.3
CC(=O)N1CCC(=O)N(C(=O)c2ccccc2)c2ccccc21	-4	0.0	17	0.5
COc1cccc(/C=N/Nc2nc(-c3cc4cccc(OC)c4oc3=O)cs2)c1	-5	0.2	10	1.2
CCCn1c(C)cn2c3c(=O)n(Cc4ccccc4)c(=O)n(C)c3nc12	3	-0.2	10	0.7
COc1cccc(C2C(C#N)=C(N)Oc3n[nH]c(-c4ccccc4)c32)c1 (stereo not drawn)	-5	0.0	9	-0.6
COc1cc(/C=C2/C(=N)N3N=C(C(C)C)SC3=NC2=O)ccc1OCCOc1ccc(Cl)c(C)c1	11	-0.1	21	-0.3
Cc1ccc(O)c(NC(=O)C2CC(c3ccccc3O)=NO2)c1 (stereo not drawn)	5	0.0	6	1.0
O=C(Cn1cnc2c(cnn2-c2ccc(F)cc2)c1=O)Nc1cccc2ccccc12	16	0.0	4	0.7
CCN(CC)CCN(C(=O)c1ccc(F)cc1)c1nc2ccccc2s1	-13	-0.1	-6	-0.1
COc1ccc(C(=O)COC(=O)c2ccc(N3C(=O)C4CC=CCC4C3=O)cc2)cc1[N+](=O)[O-] (stereo not drawn)	-6	-0.2	-8	-2.1
O=C(CCC1CCCCC1)NNC(=O)c1cnccn1	-3	-0.2	7	6.5*
O=C(Nc1cccc(Cl)c1)c1ccc(Oc2ccc(C(F)(F)F)cc2[N+](=O)[O-])cc1	-6	-0.1	0	0.3
CN(C)C(=O)COc1cccc(Nc2ccc(-c3cccc(C=O)c3)cn2)c1	-36	-0.1	-4	-1.1
Clc1ccc(Nc2nccn3c(-c4ccoc4)cnc23)cc1	40*	-0.7	12	-2.7
O=C(O)c1ccc(CSc2nnc3c(n2)[nH]c2ccccc23)cc1	-10	0.4	16	0.7
Cc1ccc(-n2ncc3c(N(C)Cc4ccccc4)ncnc32)c(C)c1	-26	0.0	-4	1.4
Nc1nc(SCC(=O)NCCCc2ccccc2)n[nH]1	9	0.0	-8	1.4
CCOc1ccc(CCNC(=O)Cn2ccn3nc(-c4ccc(OC)cc4)cc3c2=O)cc1OCC	0	0.3	6	-0.6
Cc1cc(C)nc(N2CCN(C(=O)CCC(=O)N3CCOCC3)CC2)n1	-3	-0.1	-9	-1.2
CN1C(=O)C(O)(CC(=O)c2ccc3c(c2)OCCO3)c2ccccc21 (stereo not drawn)	-1	0.0	12	0.2
O=C(O)c1c(CNCCc2cccs2)c2ccccc2n1Cc1cccc(F)c1	7	-0.1	-2	-1.2
O=C(COC(=O)c1n[nH]c(=O)c2ccccc12)c1ccc(Br)cc1	-2	0.6	-21	-0.2
Fc1ccccc1NC(=S)Nc1cccnc1	3	0.7	14	1.1
COc1ccc(/C(O)=C2/C(=O)C(=O)N(CCc3ccccc3)C2c2ccc(F)cc2)cc1 (stereo not drawn)	-5	-0.1	-4	-0.5
C=CCNC(=O)c1cc(I)ccc1NC(=O)c1ccc(F)cc1	7	0.2	20	11*
COc1ccc(-n2c(SCC(=O)c3ccc(F)cc3)nc3ccsc3c2=O)cc1	-14	0.0	-3	0.1
COc1ccccc1/C=N/NC(=O)COc1ccccc1OC	2	0.0	28	-1.0
COc1cc(OC)cc(C(=O)Nn2c(-c3cccc(C)c3)nc3ccccc3c2=O)c1	6	1.9*	19	-0.1
CC1CCN(c2nc3c(c(=O)[nH]2)CCN(Cc2cccc(C#N)c2)C3)CC1	7	-0.1	-5	1.1
COC(=O)/C(C#N)=C/c1cc(C)c(/C=C(\C#N)C(=O)OC)cc1C	-6	0.0	6	0.0
COc1ccccc1NC(=O)CSc1ccc(-c2ccco2)nn1	-7	-0.4	6	-1.5
Cc1ccc(NC(=O)c2cnc(SCC(=O)NCc3ccccc3)n(C)c2=O)cc1	1	-0.1	-13	-0.6
CC(=O)c1ccc(NC(=O)COC(=O)CCC(=O)c2cccs2)cc1	-6	-0.2	4	2.1
CCOc1ccc(N=Cc2ccc([N+](=O)[O-])s2)cc1	10	-0.8	7	0.0
COC(=O)c1cc(Nc2cccc(F)c2)c2cccc(OC)c2n1	4	0.0	-14	7.9*
COc1cccc(/C=N/Nc2cccc(C(=O)O)c2)c1O	-20	0.4	6	-0.2
CC[n+]1ccc(/C=C2\C=Cc3ccc(C)cc3N2C)cc1	-1	0.0	2	0.7
Cc1ccc(S(=O)(=O)NC(Cc2c[nH]c3ccccc23)C(=O)O)cc1C (stereo not drawn)	0	0.1	0	0.0
CCn1c(CCNC(=O)C2CCCO2)nnc1SC (stereo not drawn)	4	-0.1	1	2.2
Nc1nonc1C(=O)NCCNC(=O)c1ccccc1Cl	-1	-0.3	-4	0.5
CN(C)/C=C1/C=C(c2ccccc2)OC1=S	4	-0.1	-4	0.9
CN1C(=O)N(c2ccccc2)C(NC(=O)Nc2ccc(Cl)c(Cl)c2)C1(C)C (stereo not drawn)	15	0.1	9	-0.6
O=S(=O)(c1cc(NC(=S)NCCN2CCOCC2)ccc1Cl)N1CCOCC1	-12	-0.1	-4	-1.4

Further records follow.
SMILES	TEAD-YAP inh	FBW7 act	MITF inh	GPR151 ag
CCOc1ccc(NC(=O)c2ccc(F)cc2C)cc1	-23	0.0	-8	0.0
Cc1ccc(NC(=O)c2cccc([N+](=O)[O-])c2C)c(C)c1	-6	0.3	-3	-0.7
O=C1CS/C(=N\S(=O)(=O)c2ccc(Cl)s2)N1	16	-0.2	0	0.1
O=C(O)c1ccc(-n2cnc3cccnc32)cc1	3	0.1	13	-7.3
COc1cccc(N2CC(O)Cn3c2nc2c3c(=O)n(C)c(=O)n2C)c1 (stereo not drawn)	4	0.4	11	-0.3
O=C(Nc1ccccc1C(=O)O)c1ccc(CN2CCOCC2)cc1	10	0.0	-11	-0.9
COC(=O)c1nc2n(n1)C(c1cccc(Cl)c1)C(C(=O)OC1CCCCC1)=C(C)N2 (stereo not drawn)	-1	-0.2	-10	1.5
O=C(C1CC1)N1CCc2cc(S(=O)(=O)N3CCN(c4ccccc4Cl)CC3)ccc21	-5	0.1	6	-0.4
Cc1nc(CN(C)Cc2ccc(C(=O)NCC3CCCO3)c(=O)[nH]2)cs1 (stereo not drawn)	11	-0.1	7	-0.1
O=C(NC1CC1)c1csc(Nc2nccc3ccccc23)n1	-24	0.0	-6	-1.6
CNc1ncnc2sc3c(c12)CCCC3	0	0.1	-3	1.5
O=C(CN1C(=O)c2ccccc2C1=O)Oc1ccccc1-c1ccccc1	-2	1.3	12	-1.5
COC(=O)c1ccc(CSc2nsc(SCc3ccc(C(=O)OC)o3)c2C#N)o1	3	0.0	4	-1.1
COc1ccc(/C(O)=C2\C(=O)C(=O)NC2c2ccc(F)cc2)cc1 (stereo not drawn)	-5	0.0	0	-0.7
COc1ccc(CCNC(=O)C2CCN(C(=O)N(C)C)CC2)cc1OC	-5	0.1	-2	-0.7
Cn1c(Nc2nccc(NC3CCN(Cc4ccccc4)CC3)n2)nc2ccccc21	-4	-0.3	-13	-0.2
CNC(=O)c1cc2c(=O)n3ccccc3nc2n(C2CCCC2)c1=N	5	0.0	1	1.2
O=C(CNC(=O)C(c1ccccc1)c1ccccc1)NC1CCCCC1	-2	0.0	5	0.2
COc1cc2c(cc1OC)C(C)(C(C)(C)O)NCC2 (stereo not drawn)	3	-0.7	5	0.1
C=CCCCC(=O)Nc1ccc(Cl)cc1Cl	-21	-0.1	-4	0.8
Cc1ccc(-c2nnc(Nc3ccc(F)cc3)c3ccccc23)cc1S(N)(=O)=O	11	0.3	13	0.6
O=C(N1CCOCC1)N1CCC(c2ncncc2-c2ccncc2)CC1	-16	-0.1	-3	0.0
COC(C(=O)N1CCC2(CCC(=O)N2Cc2ccccc2F)CC1)c1ccccc1 (stereo not drawn)	5	0.0	14	0.2
COC(=O)c1ccc(CC2(C)C(=O)Nc3ccc(-c4ccccc4)cc32)o1 (stereo not drawn)	-2	0.1	1	0.3
COc1ccc(-c2nc(N)c3ncn(-c4ccsc4)c3n2)cn1	62*	-0.1	-8	-0.4
CN1CCN(Cc2c(O)ccc3c(=O)c(-c4ccccc4)c(C(F)(F)F)oc23)CC1	2	-0.1	8	-0.1
Cc1ccc(NS(C)(=O)=O)c(C)c1	1	0.0	-4	0.3
COc1ccc(/C=C2\SC(=Nc3ccccc3Cl)NC2=O)c(OC)c1	1	-0.1	10	-0.4
OCCNc1ncnc2sc3c(c12)CCCCC3	1	-0.2	12	2.1
CC(=O)Nc1ccc(Nc2ccc(C(F)(F)F)cc2[N+](=O)[O-])cc1	-10	-0.1	-5	0.4
COc1ccccc1-c1nnc(SCc2nc3ccccc3[nH]2)n1C	7	0.0	7	0.5
